Hsp70 act: transcriptional activators of Hsp70; HeLa Hsp70 promoter luciferase reporter, luminescence; scaled: vehicle 0, proteasome-inhibitor control 100%; activation, % at 10 µM; hit rate 0.04% among 200,000;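 active means activation above the mean across all tested compounds plus 3 SD, cutoff set per campaign, cut at about 5.5% in these data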;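 further: 100% = MG132 at 30 µM as the positive control and 0% = DMSO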
DTT redox prof: compounds producing H2O2 with reducing agent – biochemical, NIH compound library profiling, artefact control for MLSCN library redox annotation, primary screen | DTT-dependent redox cycling H2O2, phenol red/HRP absorbance; 100% = 100 µM peroxide control, 0% = buffer | activation, % at 10 µM | hit rate 0.03% among 200,000;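 active means activation of at least 50% relative to the plate's high and low controls in the primary single-dose screen; inactive means activation below 50%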;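 further: compound incubated with DTT at 0.8 mM final as the reducing agent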
G6PDH CS: inhibits Leuconostoc G6PDH, flagging false hits in G6PDH-based assays; Purified L. mesenteroides G6PDH, diaphorase/resazurin coupled fluorescence, 45 min; inhibition, % at 5 µM; hit rate 0.12% among 200,000; AID 1020; in the data active means inhibition above about 50%
NF-kB expr up: raises NF-kB expression in human neuronal cells; NF-kB reporter expression; hits give high values; fold change at 12.5 µM; hit rate 1.6% among 190,000; in the data active means fold change above about 3.3
APP 5UTR inh: APP translation inhibition. hit rate 0.82% among 190,000. SH-SY5Y APP 5'UTR-luciferase reporter, luminescence. AID 1285. inhibition, % at 2 µM;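 active means inhibition above a set limit, derived from the sample mean plus 3 SD, cut at about 45% in these data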; further: values of inactives mirror those of a sister screen read the other way
FLuc inh counter: counter-screen for luciferase assay inhibitors: firefly luciferase inhibition | ATPLite firefly luciferase biochemical luminescence, 10 min | inhibition, % at 10 µM | P08659 | hit rate 1.5% among 200,000 | AID 1006;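 active means inhibition above about 50% when tested at 10 µM, limit read from the data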
Target sequence (P08659 whole entry, looked up): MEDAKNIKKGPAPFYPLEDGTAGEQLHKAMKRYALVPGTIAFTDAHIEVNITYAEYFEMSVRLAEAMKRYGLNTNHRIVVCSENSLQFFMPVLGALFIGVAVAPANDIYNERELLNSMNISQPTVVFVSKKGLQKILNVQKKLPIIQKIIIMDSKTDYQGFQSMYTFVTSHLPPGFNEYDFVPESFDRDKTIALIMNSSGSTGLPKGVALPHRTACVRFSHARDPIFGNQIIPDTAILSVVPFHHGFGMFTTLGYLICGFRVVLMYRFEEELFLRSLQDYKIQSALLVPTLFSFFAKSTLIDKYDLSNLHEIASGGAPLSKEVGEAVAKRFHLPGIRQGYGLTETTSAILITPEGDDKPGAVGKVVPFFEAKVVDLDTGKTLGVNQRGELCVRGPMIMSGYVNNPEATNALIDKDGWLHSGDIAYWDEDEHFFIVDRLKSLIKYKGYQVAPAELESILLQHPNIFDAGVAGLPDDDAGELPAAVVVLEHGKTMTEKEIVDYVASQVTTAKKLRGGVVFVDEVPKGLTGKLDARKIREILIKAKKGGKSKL
Efa HMGR inh: inhibitors of class II HMG-CoA reductase from Enterococcus faecalis | purified E. faecalis HMGR, NADPH absorbance 340 nm kinetic | inhibition, % at 10 µM | hit rate 0.41% among 190,000 | AID 1066;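 active means inhibition above a set limit, the median over all tested compounds plus 3 SD, cut at about 9.5% in these data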;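 further: enzyme runs in reverse so mevalonate oxidation gives rising NADPH absorbance; 0% = complete reaction with DMSO and 100% = background rate lacking mevalonate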
FLuc act counter: firefly luciferase counter-screen for stimulation assays; ATPlite luciferase biochemical, luminescence, 10 min; 0 = ATP-free wells, 1 = DMSO control; activation factor at 10 µM; AID 1027; 200,000 tested, under 10 active; P08659;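 active means luciferase activation factor, scaled between plate controls, of at least 2 with compound at 10 µM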
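Material: Luciferase/luciferin reagent mix; Doses: test compounds dosed from 2 mM stocks in 100% DMSO; Schedule: 10 min incubation after luciferase reagent addition, room temperature; Measured by: luminescence from luciferase reaction; Read-out: luminescence gain marking luciferase activators.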
APP 5'UTR act: activates APP 5'UTR luciferase reporter. hit rate 1% among 190,000. SH-SY5Y APP 5'UTR luciferase reporter, luminescence; zero percent = DMSO vehicle wells. activation, % at 2 µM;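 active means activation above a set limit, based on mean plus 3 SD of controls, cut at about 140% in these data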; further: values of inactives mirror those of a sister screen read the other way
STAT1 act: STAT1 signaling activation; NIH 3T3 STAT1-luciferase reporter, IFN-gamma, luminescence; 100% = IFN-gamma alone, no compound; activation (% of control), % at 5.5 µM; hit rate 2.6% among 200,000;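 active means activation above the screen-wide mean activation plus 3 SD, cut at about 130% in these data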;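 further: raw ratio to IFN-gamma control signal so 100% means no change and 0% no light; values of inactives mirror those of a sister screen read the other way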
Starred values were filed as active, the others as inactive. An unsorted share of the library. Share with any hit: about 5.3%.

How did Cn1cc(Cl)nc1C(O)c1ccccc1 (configuration not stated) do in these assays?
Hsp70 act: -0.4; DTT redox prof: 0.5; G6PDH CS: -3; NF-kB expr up: 0.96; APP 5UTR inh: 5; FLuc inh counter: -2; Efa HMGR inh: 3; FLuc act counter: 1; APP 5'UTR act: -5; STAT1 act: 99

Results for CCN(CC)S(=O)(=O)c1ccc(OC)c(NS(=O)(=O)c2ccc(F)cc2)c1 ?
Hsp70 act: 0.0; DTT redox prof: 0.4; G6PDH CS: 6; NF-kB expr up: 1.4; APP 5UTR inh: -22; FLuc inh counter: -2; Efa HMGR inh: -7; FLuc act counter: 1; APP 5'UTR act: 22; STAT1 act: 95

Results for COC(=O)c1ccc(CSc2nnc(CNC(=O)c3ccccc3F)o2)o1 ?
Hsp70 act: -0.4; DTT redox prof: 0.0; G6PDH CS: 7; NF-kB expr up: 1.1; APP 5UTR inh: 17; FLuc inh counter: -2; Efa HMGR inh: 2; FLuc act counter: 1; APP 5'UTR act: -17; STAT1 act: 104

What do the screens show for `Cc1ccc(-c2nc(CS(=O)CC(=O)NCCN3CCOCC3)c(C)o2)cc1` (configuration not stated)?
Hsp70 act: -0.3; DTT redox prof: -0.7; G6PDH CS: 2; NF-kB expr up: 1; FLuc inh counter: -7; Efa HMGR inh: -5; FLuc act counter: 1.1; STAT1 act: 109

What do the screens show for `CS(=O)(=O)N1CCN(C(=S)NCc2ccc(Cl)cc2)CC1`?
Hsp70 act: -0.4; DTT redox prof: -1.0; G6PDH CS: 7; NF-kB expr up: 1.1; APP 5UTR inh: -19; FLuc inh counter: -2; Efa HMGR inh: -1; FLuc act counter: 1; APP 5'UTR act: 19; STAT1 act: 104

How did C/C(=N\NC(=O)c1cc(Cl)ccc1O)c1ccc(Br)s1 do in these assays?
Hsp70 act: -0.3; DTT redox prof: 0.1; G6PDH CS: -15; NF-kB expr up: 1.3; APP 5UTR inh: -53; FLuc inh counter: 14; Efa HMGR inh: 3; FLuc act counter: 0.9; APP 5'UTR act: 53; STAT1 act: 99

Results for Cc1ccccc1CSCC(=O)NC(=O)NC(C)(C)C ?
Hsp70 act: -0.3; DTT redox prof: -1.4; G6PDH CS: 9; NF-kB expr up: 1.1; APP 5UTR inh: 3; FLuc inh counter: -6; Efa HMGR inh: -2; FLuc act counter: 1.1; APP 5'UTR act: -3; STAT1 act: 97

What do the screens show for `COCCN(C(=O)CC(C)(C)C)c1nnc(-c2cccnc2)s1`?
Hsp70 act: -0.3; DTT redox prof: 0.0; G6PDH CS: 0; NF-kB expr up: 0.99; APP 5UTR inh: 3; FLuc inh counter: -7; Efa HMGR inh: 1; FLuc act counter: 1.1; APP 5'UTR act: -3; STAT1 act: 101

What do the screens show for `O=C(NCc1ccccc1)C(c1cccs1)N(C(=O)c1csnn1)C1CC1` (configuration not stated)?
Hsp70 act: 1.2; DTT redox prof: 2.5; G6PDH CS: 4; NF-kB expr up: 0.97; APP 5UTR inh: 0; FLuc inh counter: -5; Efa HMGR inh: -2; FLuc act counter: 1; APP 5'UTR act: 0; STAT1 act: 94

How did CCOCC(=O)Nc1cc([N+](=O)[O-])ccc1C do in these assays?
Hsp70 act: -0.4; DTT redox prof: 0.5; G6PDH CS: 9; NF-kB expr up: 1.1; APP 5UTR inh: 1; FLuc inh counter: -12; Efa HMGR inh: -1; FLuc act counter: 1.1; APP 5'UTR act: -1; STAT1 act: 100

What do the screens show for `Cc1cc(Cl)c(S(N)(=O)=O)cc1OCC(N)=O`?
Hsp70 act: 0.1; DTT redox prof: 1.4; G6PDH CS: -5; NF-kB expr up: 1.1; APP 5UTR inh: -7; FLuc inh counter: -2; Efa HMGR inh: -1; FLuc act counter: 1; APP 5'UTR act: 7; STAT1 act: 98

How did COc1cc(NC(=O)COC(=O)CNC(=O)c2ccc(Cl)cc2)c(C)cc1[N+](=O)[O-] do in these assays?
Hsp70 act: -0.2; DTT redox prof: 0.0; G6PDH CS: 7; NF-kB expr up: 1.2; APP 5UTR inh: 5; FLuc inh counter: -8; Efa HMGR inh: 2; FLuc act counter: 1.1; APP 5'UTR act: -5; STAT1 act: 95

Results for CN(/C=C/C(=O)C(F)(F)C(F)(F)F)Cc1ccccc1 ?
Hsp70 act: -0.2; DTT redox prof: 2.5; G6PDH CS: -19; NF-kB expr up: 0.99; APP 5UTR inh: -6; FLuc inh counter: -4; Efa HMGR inh: -1; FLuc act counter: 1; APP 5'UTR act: 6; STAT1 act: 102

Results for NNc1ncnc2sc3c(c12)CCC3 ?
Hsp70 act: -0.1; DTT redox prof: -0.7; G6PDH CS: 1; NF-kB expr up: 0.88; APP 5UTR inh: -12; FLuc inh counter: 1; Efa HMGR inh: 1; FLuc act counter: 1; APP 5'UTR act: 12; STAT1 act: 84

Results for CSc1nc2ccccc2cc1/C=C(\C#N)c1ccc(Cl)c(Cl)c1 ?
Hsp70 act: -0.3; DTT redox prof: 4.4; G6PDH CS: 10; NF-kB expr up: 0.82; APP 5UTR inh: 8; FLuc inh counter: -5; Efa HMGR inh: -2; FLuc act counter: 1.1; APP 5'UTR act: -8; STAT1 act: 100

What do the screens show for `Cc1ccc(C(C#N)c2ccc(C(=O)c3ccc(F)cc3)cc2)cc1` (configuration not stated)?
Hsp70 act: 0.2; DTT redox prof: 0.5; G6PDH CS: 10; NF-kB expr up: 0.94; APP 5UTR inh: 6; FLuc inh counter: -5; Efa HMGR inh: 3; FLuc act counter: 1; APP 5'UTR act: -6; STAT1 act: 89

Results for CC(=O)N1CCN(S(=O)(=O)c2cccc(C(=O)Nc3ccc4c(c3)CCC4)c2)CC1 ?
Hsp70 act: -0.2; DTT redox prof: 0.8; G6PDH CS: 6; NF-kB expr up: 1.5; APP 5UTR inh: 12; FLuc inh counter: -6; Efa HMGR inh: -5; FLuc act counter: 1.1; APP 5'UTR act: -12; STAT1 act: 93

What do the screens show for `Cc1cc(C)c2oc(C(=O)Nc3ccc(S(=O)(=O)N4CCCC(C)C4)cc3)cc(=O)c2c1` (configuration not stated)?
Hsp70 act: -0.5; DTT redox prof: 0.4; G6PDH CS: -2; NF-kB expr up: 0.91; APP 5UTR inh: -28; FLuc inh counter: -6; Efa HMGR inh: 0; FLuc act counter: 1.1; APP 5'UTR act: 28; STAT1 act: 114

Results for CN(C)c1oc(-c2ccccc2F)nc1C#N ?
Hsp70 act: -0.4; DTT redox prof: -0.3; G6PDH CS: -17; NF-kB expr up: 0.95; APP 5UTR inh: -18; FLuc inh counter: -6; Efa HMGR inh: 2; FLuc act counter: 1.1; APP 5'UTR act: 18; STAT1 act: 104

What do the screens show for `CCOC(=O)C1=C(C)NC(=O)/C1=C\N(C)C`?
Hsp70 act: -0.3; DTT redox prof: -0.8; G6PDH CS: 10; NF-kB expr up: 1; APP 5UTR inh: 0; FLuc inh counter: -5; Efa HMGR inh: -10; FLuc act counter: 1; APP 5'UTR act: 0; STAT1 act: 100

Some of these compounds in order of length of the SMILES, high to low.
How did COc1cc(NC(=O)COC(=O)CNC(=O)c2ccc(Cl)cc2)c(C)cc1[N+](=O)[O-] do in these assays?
Hsp70 act: -0.2; DTT redox prof: 0.0; G6PDH CS: 7; NF-kB expr up: 1.2; APP 5UTR inh: 5; FLuc inh counter: -8; Efa HMGR inh: 2; FLuc act counter: 1.1; APP 5'UTR act: -5; STAT1 act: 95

What do the screens show for `O=C(NCc1ccccc1)C(c1cccs1)N(C(=O)c1csnn1)C1CC1` (configuration not stated)?
Hsp70 act: 1.2; DTT redox prof: 2.5; G6PDH CS: 4; NF-kB expr up: 0.97; APP 5UTR inh: 0; FLuc inh counter: -5; Efa HMGR inh: -2; FLuc act counter: 1; APP 5'UTR act: 0; STAT1 act: 94

Results for COC(=O)c1ccc(CSc2nnc(CNC(=O)c3ccccc3F)o2)o1 ?
Hsp70 act: -0.4; DTT redox prof: 0.0; G6PDH CS: 7; NF-kB expr up: 1.1; APP 5UTR inh: 17; FLuc inh counter: -2; Efa HMGR inh: 2; FLuc act counter: 1; APP 5'UTR act: -17; STAT1 act: 104

What do the screens show for `COCCN(C(=O)CC(C)(C)C)c1nnc(-c2cccnc2)s1`?
Hsp70 act: -0.3; DTT redox prof: 0.0; G6PDH CS: 0; NF-kB expr up: 0.99; APP 5UTR inh: 3; FLuc inh counter: -7; Efa HMGR inh: 1; FLuc act counter: 1.1; APP 5'UTR act: -3; STAT1 act: 101

Results for CN(/C=C/C(=O)C(F)(F)C(F)(F)F)Cc1ccccc1 ?
Hsp70 act: -0.2; DTT redox prof: 2.5; G6PDH CS: -19; NF-kB expr up: 0.99; APP 5UTR inh: -6; FLuc inh counter: -4; Efa HMGR inh: -1; FLuc act counter: 1; APP 5'UTR act: 6; STAT1 act: 102

How did CCOCC(=O)Nc1cc([N+](=O)[O-])ccc1C do in these assays?
Hsp70 act: -0.4; DTT redox prof: 0.5; G6PDH CS: 9; NF-kB expr up: 1.1; APP 5UTR inh: 1; FLuc inh counter: -12; Efa HMGR inh: -1; FLuc act counter: 1.1; APP 5'UTR act: -1; STAT1 act: 100

Results for CN(C)c1oc(-c2ccccc2F)nc1C#N ?
Hsp70 act: -0.4; DTT redox prof: -0.3; G6PDH CS: -17; NF-kB expr up: 0.95; APP 5UTR inh: -18; FLuc inh counter: -6; Efa HMGR inh: 2; FLuc act counter: 1.1; APP 5'UTR act: 18; STAT1 act: 104

More entries
How did CCN(CC)CCNc1ccc2nnc(CCNS(=O)(=O)c3ccc(C)cc3)n2n1 do in these assays?
Hsp70 act: 0.1; DTT redox prof: -0.1; G6PDH CS: 2; NF-kB expr up: 1; APP 5UTR inh: 0; FLuc inh counter: -3; Efa HMGR inh: -2; FLuc act counter: 1; APP 5'UTR act: 0; STAT1 act: 103

What do the screens show for `CN(C(=O)COC(=O)c1cccnc1Nc1cccc(C(F)(F)F)c1)C1CCS(=O)(=O)C1` (configuration not stated)?
Hsp70 act: -0.4; DTT redox prof: -0.1; G6PDH CS: 6; NF-kB expr up: 1.1; APP 5UTR inh: -16; FLuc inh counter: -5; Efa HMGR inh: -1; FLuc act counter: 1.1; APP 5'UTR act: 16; STAT1 act: 106

How did CCCn1c(NCCO)nc2ccccc21 do in these assays?
Hsp70 act: -0.1; DTT redox prof: 0.5; G6PDH CS: 7; NF-kB expr up: 1.1; APP 5UTR inh: -13; FLuc inh counter: -4; Efa HMGR inh: -4; FLuc act counter: 1; APP 5'UTR act: 13; STAT1 act: 97

How did Cc1c(N)cccc1-c1nc2ccccc2[nH]1 do in these assays?
Hsp70 act: 2.0; DTT redox prof: 1.0; G6PDH CS: 17; NF-kB expr up: 1.3; APP 5UTR inh: -8; FLuc inh counter: 12; Efa HMGR inh: 1; FLuc act counter: 0.9; APP 5'UTR act: 8; STAT1 act: 115

Screening data (PubChem BioAssay)
